# Bioassay records deposited in PubChem by National Center for Advancing Translational Sciences (NCATS).
# L3MBTL1 block: qHTS Assay for the Inhibitors of L3MBTL1; AlphaScreen L3MBTL1–H3K9me1 peptide binding; Lethal(3)malignant brain tumor-like protein 1 (Homo sapiens), Q9Y468; Potency, µM (top dose mostly 57.1 µM), for inactives: at the top dose activity, negative = inhibition, most hits filed as inhibitors; actives 0.66% (n = 230,000); active = well fitted inhibition curve with a large enough effect; inconclusive = small, poorly fitted or top-dose-only effect; inactive = no such curve, though single readings can be large or run the other way; note: nearly all actives have a fitted effect of over 60% in size
# Target sequence (Q9Y468 whole entry, looked up): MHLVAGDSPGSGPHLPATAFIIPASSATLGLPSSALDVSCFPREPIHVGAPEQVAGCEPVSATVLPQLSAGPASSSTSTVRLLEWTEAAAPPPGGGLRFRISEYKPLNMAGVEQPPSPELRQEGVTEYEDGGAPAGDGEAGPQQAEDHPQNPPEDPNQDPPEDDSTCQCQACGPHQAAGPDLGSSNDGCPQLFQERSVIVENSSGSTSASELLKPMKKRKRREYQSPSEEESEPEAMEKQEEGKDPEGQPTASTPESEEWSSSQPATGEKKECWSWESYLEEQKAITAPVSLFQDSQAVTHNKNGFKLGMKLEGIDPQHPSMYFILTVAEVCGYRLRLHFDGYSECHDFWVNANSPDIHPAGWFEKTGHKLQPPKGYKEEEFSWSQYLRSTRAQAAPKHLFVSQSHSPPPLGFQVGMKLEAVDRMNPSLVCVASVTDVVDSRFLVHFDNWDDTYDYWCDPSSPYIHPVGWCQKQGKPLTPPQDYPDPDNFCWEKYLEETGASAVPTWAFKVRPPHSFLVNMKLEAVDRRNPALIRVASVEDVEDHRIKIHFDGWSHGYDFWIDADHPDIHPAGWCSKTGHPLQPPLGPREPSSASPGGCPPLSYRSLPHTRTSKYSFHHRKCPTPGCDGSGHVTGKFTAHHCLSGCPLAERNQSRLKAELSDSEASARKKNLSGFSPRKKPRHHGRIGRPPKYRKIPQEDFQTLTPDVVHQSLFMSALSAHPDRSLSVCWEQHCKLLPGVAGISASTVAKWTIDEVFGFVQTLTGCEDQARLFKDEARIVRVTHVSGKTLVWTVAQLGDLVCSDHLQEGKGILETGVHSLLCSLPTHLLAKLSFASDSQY
#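 L3MBTL1 (50 nM) pre-complexed 30 min with biotinylated H3(1-15)K9me1 peptide (75 nM), then compounds added for 30 min at room temperature; AlphaScreen streptavidin donor/nickel chelate acceptor beads (10 ug/mL final) read after 30 min dark incubation.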
# Active calls of the source: *; ? = inconclusive; [ ] = another dose, or the depositor's remark. % is set by controls: 0 for no effect and ±100 for the full control effect; potency is the fitted concentration of half-maximal effect. The list is partial (hit frequency here may not be typical).
SMILES,L3MBTL1 block
CCOc1cc(-c2sc(Nc3cc(C)ccc3OC)n[n+]2-c2ccccc2)ccc1OC,2.5%
Cc1cccc(CCN2C(N(C)C)=NC[C@@H]2CC(C)C)c1,6.8%
O=C(OCC(=O)C12CC3CC(CC(C3)C1)C2)c1ccc(O)cc1,-5.0%
CCCCC1(C)NC(=O)N(CC(=O)Nc2ccc(Cl)cc2C)C1=O (centres undefined),-1.0%
COc1ccc(CNC(=O)CN2C(=O)C(c3ccccc3)Oc3cccnc32)cc1 (centres undefined),-0.8%
Cc1nc(N/N=C/c2ccc(Br)cc2)cc(N2CCOCC2)n1,-10.1%
O=C(NCC1COc2ccccc2O1)c1cccc(S(=O)(=O)N2CCN(c3ccccc3)CC2)c1 (centres undefined),-0.9%
COc1ccc2sc(N(CCCN(C)C)C(=O)c3ccc(S(=O)(=O)N4CCCC4)cc3)nc2c1,-6.8%
O=C(COC(=O)Cc1ccc(F)cc1)NCCc1ccccc1,5.4%
CCN(CC(=O)Nc1ccc(OC)cc1)CC(=O)Nc1ccc2c(c1)OCO2,-1.8%
CCc1nc(SCc2ccc(OC)cc2)n[nH]1,-4.7%
O=C(Nc1ccc(N2CCCC2)cc1)c1ccccc1[N+](=O)[O-],-2.7%
C=CCSc1nnc(NC(=O)c2ccc(N3CCCC3=O)cc2)s1,-6.8%
OC(CNCC1COc2ccccc2O1)COc1ccc(Cl)cc1 (centres undefined),-2.4%
O=C(NCC1CCCO1)c1ccc2[nH]c3c(c2c1)CCCC3 (centres undefined),-13.0%
O=C(NNC(=O)C1CC=CCC1)c1ccccc1Br (centres undefined),-0.6%
COc1cc(C#Cc2c(-c3cncn3C)n(C)c3ccc(-c4cnc(N5CCOCC5)nc4)cc23)cc(OC)c1,-25.9%
O=C(c1c(F)cccc1F)N1CCCC(c2nc(-c3ccc(Cl)cc3)no2)C1 (centres undefined),-2.4%
C=CC[C@H](CC(=O)N[C@H](CO)Cc1ccccc1)C(=O)N[C@@H](COC(=O)[C@H](CC=C)CC(=O)OC(C)(C)C)Cc1c[nH]c2ccccc12,-3.7%
O=C(CNC(=O)c1nc[nH]c1C(=O)N1CCN(c2ccccc2)CC1)OCc1ccccc1,-4.1%

# 7 compounds drawn at random from those above:
SMILES,L3MBTL1 block
OC(CNCC1COc2ccccc2O1)COc1ccc(Cl)cc1 (centres undefined),-2.4%
CCCCC1(C)NC(=O)N(CC(=O)Nc2ccc(Cl)cc2C)C1=O (centres undefined),-1.0%
C=CC[C@H](CC(=O)N[C@H](CO)Cc1ccccc1)C(=O)N[C@@H](COC(=O)[C@H](CC=C)CC(=O)OC(C)(C)C)Cc1c[nH]c2ccccc12,-3.7%
CCc1nc(SCc2ccc(OC)cc2)n[nH]1,-4.7%
COc1cc(C#Cc2c(-c3cncn3C)n(C)c3ccc(-c4cnc(N5CCOCC5)nc4)cc23)cc(OC)c1,-25.9%
O=C(OCC(=O)C12CC3CC(CC(C3)C1)C2)c1ccc(O)cc1,-5.0%
O=C(Nc1ccc(N2CCCC2)cc1)c1ccccc1[N+](=O)[O-],-2.7%

# (next part)
SMILES,L3MBTL1 block
CC[C@@]12C(=O)N(c3cccc(F)c3)C(=O)N1[C@H](c1cccc(C)c1)[C@@H]1C(=O)N(Cc3ccccc3)C(=O)[C@@H]12,-2.6%
CC(C)CC(=O)N1CCN(S(=O)(=O)c2ccc(C3CCCCC3)cc2)CC1,6.9%
c1cncc(-c2cn(C[C@H]3CC[C@@H]([C@@H]4CC[C@H](Cn5cc(-c6cccnc6)nn5)O4)O3)nn2)c1,2.6%
O=C(C(O)c1ccccc1)N1N=C(c2ccccc2)CC1(O)C(F)(F)F (centres undefined),5.9%
COc1cccc2oc3ccc(C#Cc4ccccn4)cc3c(=O)c12,-5.6%
COCC(=O)N[C@@H]1c2cc(OC)c(OC)cc2C[C@H]1OCc1ccccc1,-11.2%
CSCCC(NS(=O)(=O)c1ccccc1F)C(=O)Nc1ccncc1 (centres undefined),1.7%
Cc1ccccc1C(=O)N1CCC(C(=O)Nc2ccc(S(=O)(=O)N3CCOCC3)cc2)CC1,-1.3%
Cc1ccc(-c2nn(-c3ccccc3)cc2C(=O)NCCCN2CCCC2=O)cc1,4.9%
CC1CCN(CC(=O)Nc2ccc(S(=O)(=O)N3CCCC(C)C3)cc2)CC1 (centres undefined),10.7%

# Arranged by molecular weight (descending): some entries from above.
SMILES,L3MBTL1 block
CC[C@@]12C(=O)N(c3cccc(F)c3)C(=O)N1[C@H](c1cccc(C)c1)[C@@H]1C(=O)N(Cc3ccccc3)C(=O)[C@@H]12,-2.6%
Cc1ccccc1C(=O)N1CCC(C(=O)Nc2ccc(S(=O)(=O)N3CCOCC3)cc2)CC1,-1.3%
c1cncc(-c2cn(C[C@H]3CC[C@@H]([C@@H]4CC[C@H](Cn5cc(-c6cccnc6)nn5)O4)O3)nn2)c1,2.6%
CC1CCN(CC(=O)Nc2ccc(S(=O)(=O)N3CCCC(C)C3)cc2)CC1 (centres undefined),10.7%
COCC(=O)N[C@@H]1c2cc(OC)c(OC)cc2C[C@H]1OCc1ccccc1,-11.2%
O=C(C(O)c1ccccc1)N1N=C(c2ccccc2)CC1(O)C(F)(F)F (centres undefined),5.9%
COc1cccc2oc3ccc(C#Cc4ccccn4)cc3c(=O)c12,-5.6%

# Next section:
SMILES,L3MBTL1 block
O=C(C[C@@H]1C/C=C\CCC(=O)O[C@H](c2ccccc2)CNC1=O)N[C@H](CO)Cc1ccccc1,3.9%
COCCn1c(SCC(=O)Nc2ccc(F)cc2)nc2ccccc2c1=O,-0.1%
O=C(c1ccccc1)N1CCN(CC(O)COc2cccc3ccccc23)CC1 (centres undefined),7.3%[2.29 µM]
C[C@H](OC(=O)NCc1ccc(C(F)(F)F)cc1)[C@@H]1O[C@@]2(C)CCC[C@@H]1O2,-1.4%
CC1(C)C[C@H]2C3=CCC4[C@@]5(C)CC[C@H](O)[C@](C)(CO)C5CC[C@@]4(C)[C@]3(C)CC[C@@]2(C)[C@H](O)[C@@H]1O (some centres undefined),-0.1%
Cc1ccc(C)c(OCCC(=O)Nc2cccc(S(=O)(=O)N3CCCC3)c2)c1,1.6%
CCOC(=O)[C@H]1[C@H]2COc3ccc(OC)cc3[C@@H]2N2C(=O)CN(Cc3ccc(F)cc3)C(=O)[C@@]12C,-8.2%
CN(C)C(=O)c1ccc(NC(=O)c2ccccc2-c2ccccc2)cc1,-3.6%
COc1cc([N+](=O)[O-])ccc1NC(=O)COC(=O)CCOc1ccc(C)cc1,-3.6%
O=C(/C=C/c1ccc([N+](=O)[O-])cc1)N1CCN(S(=O)(=O)c2ccccc2)CC1,-4.7%
CCOc1cccc(C2C(C(=O)c3ccc(C)o3)=C(O)C(=O)N2CCCn2ccnc2)c1 (centres undefined),-8.9%
Cc1cc(C)c(N=Cc2c(O)c3ccccc3oc2=O)c(C)c1,-3.2%[2.29 µM]
COc1ccc(NC(=O)CN(C)C(=O)Cc2coc3cc(C)c(C)cc23)cc1,4.5%
COc1ccc(C(=O)OCC(=O)N(C)C2CCS(=O)(=O)C2)cc1Br (centres undefined),-7.5%
CC(C)c1ccc(CNn2cnnc2)cc1,2.8%
O=C(CN1C(=O)NC2(CCCC2)C1=O)OCCOc1ccc(Br)cc1,6.4%
COc1ccc(C(=O)CC(=O)Nc2ccc([N+](=O)[O-])cc2)cc1,-9.4%
CN(C)CC#CCC(O)(c1ccccc1)C1CCCCC1 (centres undefined),1.9%
CC(=O)c1c(C)[nH]c(C(=O)NNC(=O)COc2ccc(Cl)cc2C)c1C,3.2%
CCOC(=O)c1ccc(NC(=O)Cn2c(=O)oc3ccccc32)cc1,-1.7%
CC(=O)Nc1ccc(C(=O)OCC(=O)N2CCC(Cc3ccccc3)CC2)cc1,-5.0%
Nc1cc(=O)[nH]c(SCC(=O)Nc2ccc(N3CCCCC3)cc2)n1,-4.6%
Cc1ccc(C(=O)NNC(=O)c2csc(N3CCOCC3)n2)s1,2.5%
COc1ccc(NC(=O)CN(C)C(=O)c2cn(-c3ccccc3)nc2-c2ccc(F)cc2)cc1,-4.0%
CN(Cc1ccc(Cl)s1)C(=O)CN1C(=O)N(C)C2(CCCCC2)C1=O,-9.3%
CCCN1CCC(=O)N([C@H](CO)c2ccccc2)CC1,2.6%
CN(C)S(=O)(=O)c1ccc(N2CCCC2)c(C(=O)Nc2ccccc2F)c1,7.0%
CCOC(=O)[C@H]1[C@H]2COc3ccc(C)cc3[C@@H]2N2C(=O)c3cc(OC)c(OC)cc3NC(=O)[C@@]12C,3.1%
COc1cc(C(=O)Nc2ccc3c(c2)ncn3C)cc(OC)c1OC,38.5%[activator][2.29 µM]
Cc1cc(=O)c(C(=O)Nc2cccc(C(=O)NC3CC3)c2)nn1-c1ccccc1Cl,-2.6%
CC(Oc1ccc(S(=O)(=O)N2CCCC2)cc1[N+](=O)[O-])C(=O)NC(C)c1ccccc1 (centres undefined),9.6%
O=S1(=O)[C@H]2C[C@@H]3C=C[C@@]2(CN1Cc1cccc(Cl)c1)O3,47.9%[activator]
CS(=O)(=O)c1ccc(NC(=O)C2CC(=O)N(c3ccc4c(c3)OCCO4)C2)cc1 (centres undefined),6.8%
CN(C)S(=O)(=O)c1ccc(C(=O)OCC(=O)N2CC3(C)CC2CC(C)(C)C3)cc1 (centres undefined),8.8%
CC(=O)c1ccccc1NC(=O)COC(=O)c1c(C)nn(-c2ccccc2)c1C,9.5%
COc1ccc([C@H]2CC(=O)C=C(c3ccc(OC)c(F)c3)C2)cc1,1.9%
COc1cc(/C=C/c2[nH]c(=O)[nH]c(=O)c2[N+](=O)[O-])cc(OC)c1O,-0.4%
O=C(Nc1ccc(S(=O)(=O)Nc2ncccn2)cc1)C1CC(=O)N(c2ccccc2)C1 (centres undefined),7.2%
Cc1ccc(-c2csc(N(CCO)CCCn3c(C(F)(F)F)nc4cc(C(F)(F)F)ccc43)n2)cc1,-5.0%
COCCCn1c(=O)c2sccc2n(Cc2ccccc2C)c1=O,-1.4%
O=S(=O)(N/N=C1\CCCc2ccccc21)c1ccccc1,7.4%
Cc1ccc([N+](=O)[O-])cc1S(=O)(=O)Nc1ccc(-c2ccc(N3CCCC3)nn2)cc1,-7.1%
O=C(/C=C/c1cccc(F)c1)NNC(=O)c1ccncc1,0.7%
CC12CCC(=O)N1C(C(=O)N1CCN(c3ccccc3)CC1)CS2 (centres undefined),-0.7%
CC(=O)c1ccc(N2Cc3ccccc3C2)cc1,-4.4%
Cc1cc(C)c(NC(=O)CN(C)C(C)C(=O)N2CCc3ccccc32)c(C)c1 (centres undefined),2.4%
COc1ccc([C@@H]2[C@@H]3C(=O)N(C(C)(C)C)C(=O)[C@@H]3[C@]3(C)C(=O)N(c4ccccc4)C(=O)N23)cc1,0.5%
CCN(CC)C(=O)c1[nH]cnc1C(=O)N[C@H](C)c1ccccc1,7.0%
CCOCCOC(=O)C1=C(C)NC(=O)NC1c1cc2c(cc1Br)OCO2 (centres undefined),9.0%
CC(C)C(NCC(=O)Nc1ccccc1C(=O)NC1CC1)c1ccccc1 (centres undefined),-6.6%

# Following part
SMILES,L3MBTL1 block
CC1CCCCC1NC(=O)CCc1nc2sc3c(c2c(=O)[nH]1)CCCC3 (centres undefined),-1.3%
Cc1ccc(NC(=O)COc2coc(CN3CCc4ccccc43)cc2=O)cc1Cl,?
CCN(CC(=O)Nc1c(F)cccc1F)C(=O)CSCc1c(C)noc1C,-0.8%
Cc1nn(CC(=O)OCC(=O)NCCc2ccc(S(N)(=O)=O)cc2)c(C)c1[N+](=O)[O-],10.9%
COc1cccc(/C=C/c2nc(C#N)c(NCC(C)C)o2)c1,7.8%
C[C@@H]1CN([C@H](C)CO)C(=O)c2cc(NC(=O)NC3CCCCC3)ccc2O[C@H]1CN(C)S(C)(=O)=O,5.2%
Cc1ccc(NC(=O)CSc2nnc(Cc3ccccc3)c(=O)[nH]2)c(C)c1,10.6%
CC1CCCC(NC(=O)c2cccc(S(=O)(=O)N3CCN(c4ccccc4)CC3)c2)C1C (centres undefined),2.8%
CC(OC(=O)CNC(=O)c1ccc(Cl)c(Cl)c1)C(=O)N1CCOCC1 (centres undefined),4.6%
COc1ccccc1C(=O)CN1C(=O)NC2(CCCc3ccccc32)C1=O (centres undefined),-0.2%
COc1cccc(NC(=O)CN(C)C(=O)c2ccc(OCc3ccccc3)c(OC)c2)c1,0.0%
CCCCn1c(N)c(N(CC(C)C)C(=O)CN(C)S(=O)(=O)c2ccc(NC(C)=O)cc2)c(=O)[nH]c1=O,-6.8%
O=C(CCCOc1ccccc1)N1CCN(S(=O)(=O)c2cccc(F)c2)CC1,3.4%
CC(OC(=O)Cc1ccc(F)cc1)C(=O)NCc1ccc2c(c1)OCO2 (centres undefined),0.2%
COc1cccc(C(=O)Nc2nnc(-c3ccccc3)s2)c1OC,-59.9%
CCOC(=O)c1sc(NC(=S)NC(=O)c2ccc(OC)cc2)nc1C,-4.4%
COc1ccc(OCCn2c(N)nc3ccccc32)cc1,-5.5%
Cc1cccnc1NC(=O)c1ccc(NS(=O)(=O)c2ccc3[nH]c(=O)[nH]c3c2)cc1,2.8%
CC1CCN(C(=O)c2cccc(S(=O)(=O)N3CCN(c4ccccc4)CC3)c2)CC1,1.0%
O=C(CNC(=O)c1ccccc1F)NCCCN1CCCC1=O,4.6%
CCc1ccccc1NS(=O)(=O)c1ccc2c(c1)C(C)(C)C(=O)N2C,12.2%
Cc1c(C)n2c(SCC(=O)NC3CCCC3)nnc2[nH]c1=O,4.7%
COc1ccc(CNC(=O)Cn2cnc3c(OCc4ccccc4)ncnc32)cc1,0.6%
COc1ccc(-c2nn(-c3ccccc3)cc2/C=C2/SC(=S)N(CCCC(=O)O)C2=O)c(C)c1,-9.0%
Cc1ccn2c(=O)nc(SCC(=O)Nc3ccc4c(c3)OCCO4)nc2c1,?
CCNCC(=O)N1c2ccccc2CCc2ccc(NC(=O)OC(C)C)cc21,-7.2%
O=C(COC(=O)c1ccc(OC(F)(F)F)cc1)NCCN1C(=O)CSC1=O,1.3%
Cc1cccc(NS(=O)(=O)c2cc3c(cc2C)n(C)c(=O)c(=O)n3C)c1,9.1%
